BioA inh: BioA (M. tuberculosis) enzyme inhibition; purified M. tuberculosis BioA enzyme, plate reader; AID 602481; 360,000 compounds, 0.096% hits; inhibition, % at 9.99 µM; in the data active = inhibition above about 40%; inconclusive = no clear call, values can overlap the other calls
MazF activator: activators of E. coli MazEF toxin-antitoxin RNase | AID 504720 | activation, % at 20 µM | 350,000 compounds, 0.32% hits | FAM/BHQ RNA-DNA oligo cleavage fluorescence, 5 h | P0AE70; in the data active = activation above about 50%
Target sequence (P0AE70 whole entry, looked up): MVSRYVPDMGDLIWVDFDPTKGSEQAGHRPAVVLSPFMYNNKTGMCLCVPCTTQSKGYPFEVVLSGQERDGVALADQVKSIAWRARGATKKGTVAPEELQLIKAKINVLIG
VHR inh abs: blocks human VHR1 dual specificity phosphatase | P51452 | inhibition, % at 13.3 µM | recombinant VHR phosphatase, pNPP absorbance | 290,000 compounds, 0.52% hits; in the data active = inhibition above about 50%; note: some compounds called inactive have numbers as strong as hits
CCHF vOTU inh: CCHFV vOTU protease inhibition | Pep-AMC fluorescence | inhibition, % at 11.5 µM | 370,000 compounds, 0.55% hits; note: 0% = vehicle wells with enzyme and 100% = no enzyme wells
Rv3671c inh: inhibits the M. tuberculosis serine protease Rv3671c; inhibition, % at 5.96 µM; P9WHR9; 320,000 compounds, 0.048% hits; AID 2606; in the data active = inhibition above about 38%;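 note: extracellular domain of Rv3671c used as enzyme; 0% = enzyme with DMSO and 100% = no enzyme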
FadD28 FP inh: M. tuberculosis FadD28 bisubstrate binding inhibition | FadD28 bisubstrate probe binding, fluorescence polarization | inhibition, % at 12.5 µM | 360,000 compounds, 0.22% hits | AID 588549; in the data active = inhibition above about 8.5%, passing the limit was not always enough; inconclusive = no clear call, values can overlap the other calls
BoNT F protease: blocks Botulinum neurotoxin F light chain protease. Multiplex microsphere protease cleavage assay, flow cytometry. inhibition, % at 10 µM. 360,000 compounds, 0.22% hits. AID 588497; in the data active = inhibition above about 35%, passing the limit was not always enough; inconclusive = no clear call, values can overlap the other calls; note: plate controls were buffer without enzyme for full effect and enzyme alone for no effect
FBA Mtb inh: inhibitors of M. tuberculosis fructose-bisphosphate aldolase | P9WQA3 | purified M. tuberculosis FBA, fluorescence read-out | inhibition, % at 1 µM | 360,000 compounds, 2.3% hits; in the data active = inhibition above about 27%;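 note: 0% = vehicle and 100% = reference inhibitor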
Target sequence (P9WQA3 whole entry, looked up): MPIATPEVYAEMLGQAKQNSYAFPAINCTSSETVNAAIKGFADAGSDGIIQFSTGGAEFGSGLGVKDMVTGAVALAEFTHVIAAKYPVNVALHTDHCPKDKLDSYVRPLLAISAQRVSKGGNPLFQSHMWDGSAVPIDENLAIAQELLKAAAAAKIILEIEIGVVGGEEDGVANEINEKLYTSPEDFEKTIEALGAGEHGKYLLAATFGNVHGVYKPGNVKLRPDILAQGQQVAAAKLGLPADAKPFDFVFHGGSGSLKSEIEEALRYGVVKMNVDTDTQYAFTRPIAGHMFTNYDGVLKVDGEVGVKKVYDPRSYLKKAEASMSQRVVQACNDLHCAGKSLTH
GDH-TPI inh: GDH-TPI coupled enzyme inhibition counter-screen; GDH-TPI coupled enzyme counterscreen, NADH absorbance; inhibition, % at 4.8 µM; AID 588335; 360,000 compounds, 1.2% hits;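 note: 0% = DMSO wells and 100% = wells lacking the enzyme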
Mtb UGM inh: blocks M. tuberculosis UGM enzyme; P9WIQ1; purified UGM, fluorescence polarization probe displacement; inhibition, % at 10 µM; 320,000 compounds, 0.06% hits; AID 504406; in the data active = inhibition above about 10%, passing the limit was not always enough; inconclusive = no clear call, values can overlap the other calls
Starred values were filed as active, the others as inactive; ? = inconclusive; . = no result given. Cut-off read from the data, not from the text of the source, unless noted: active = inhibition above about 30%; inactive = the rest.

compound	BioA inh	MazF activator	VHR inh abs	CCHF vOTU inh	Rv3671c inh	FadD28 FP inh	BoNT F protease	FBA Mtb inh	GDH-TPI inh	Mtb UGM inh
O=C(O)CSc1c(-c2ccccc2)c2cc(Cl)ccc2[nH]c1=O	.	-5	5	10	1	-4.0	1	2	16	2.6
CCCCn1c(N)c(NCC(C)C)c(=O)[nH]c1=O	-1.7	7	26	-10	9	-0.3	-4	2	7	-0.5
COc1ccc(-c2nnc(SC)nc2-c2ccc(OC)c([N+](=O)[O-])c2)cc1[N+](=O)[O-]	.	-29	.	2	-1	-0.9	?	-3	19	1.0
COC(=O)[C@]1(C)N[C@H](CN(C)S(=O)(=O)c2ccccc2)[C@@H]2C(=O)N(Cc3ccccc3)C(=O)[C@@H]21	-1.3	5	.	4	2	-1.2	-2	3	5	3.7
O=C(CCNC(=O)C1CCN(S(=O)(=O)c2ccc(F)cc2)CC1)NCc1ccncc1	-0.1	6	-12	6	2	-2.6	3	0	-6	1.7
COc1ccc(OC)c(S(=O)(=O)N2CCC3(CC2)OCCN3S(=O)(=O)c2cccs2)c1	-1.5	3	.	-2	7	10*	-3	1	7	0.2
O=C(Nc1cccc([N+](=O)[O-])c1)C12CC3CC(C1)CC(n1cnc([N+](=O)[O-])n1)(C3)C2	6.2	1	20	9	-8	-1.9	-26	-1	1	1.8
COc1ccc(-n2nc(C(=O)NCC(=O)Nc3cc(C)ccc3OC)c3ccccc3c2=O)c(OC)c1	-1.4	2	26	6	-5	1.0	3	0	1	-0.5
COc1ccc([C@H]2Cc3cc(O)cc(O)c3C(=O)O2)cc1O	0.0	-1	.	5	-9	-2.3	-3	6	12	1.5
CC(=O)N1CCC(O)(c2ccc3c(c2)OCO3)CC1	0.8	5	4	2	4	-1.5	-9	1	2	0.4
CCCCOc1ccc(C(=O)NCC(=O)NCCCn2nc(C)cc2C)cc1	1.1	-2	.	-2	0	0.4	-4	-2	7	-0.5
O=C(COc1ccccc1[N+](=O)[O-])Nc1cc(Cl)ccc1C(=O)O	.	2	13	21	4	-31	-2	2	-1	2.8
O=S(=O)(Nc1ncccn1)c1ccc(F)cc1	-2.2	-5	18	-14	.	-1.5	.	-1	5	-3.5
CCN(CC)S(=O)(=O)c1ccc(C(=O)Oc2cc(C)[nH]c(=O)c2[N+](=O)[O-])cc1	.	1	20	5	-2	0.1	-2	2	9	-1.2
CC1CCN(S(=O)(=O)c2ccc(Cl)cc2)CC1	-1.5	9	3	-4	-1	0.2	-3	4	-2	-0.5

A draw from above in order of length of the SMILES, smallest number first:
compound	BioA inh	MazF activator	VHR inh abs	CCHF vOTU inh	Rv3671c inh	FadD28 FP inh	BoNT F protease	FBA Mtb inh	GDH-TPI inh	Mtb UGM inh
CCCCOc1ccc(C(=O)NCC(=O)NCCCn2nc(C)cc2C)cc1	1.1	-2	.	-2	0	0.4	-4	-2	7	-0.5
CCN(CC)S(=O)(=O)c1ccc(C(=O)Oc2cc(C)[nH]c(=O)c2[N+](=O)[O-])cc1	.	1	20	5	-2	0.1	-2	2	9	-1.2
COc1ccc(-c2nnc(SC)nc2-c2ccc(OC)c([N+](=O)[O-])c2)cc1[N+](=O)[O-]	.	-29	.	2	-1	-0.9	?	-3	19	1.0

An excerpt from above, showing only FBA Mtb inh and GDH-TPI inh.
Structure	FBA Mtb inh	GDH-TPI inh
O=S(=O)(Nc1ncccn1)c1ccc(F)cc1	-1	5
O=C(Nc1cccc([N+](=O)[O-])c1)C12CC3CC(C1)CC(n1cnc([N+](=O)[O-])n1)(C3)C2	-1	1
CCCCn1c(N)c(NCC(C)C)c(=O)[nH]c1=O	2	7
CCCCOc1ccc(C(=O)NCC(=O)NCCCn2nc(C)cc2C)cc1	-2	7
O=C(COc1ccccc1[N+](=O)[O-])Nc1cc(Cl)ccc1C(=O)O	2	-1

Next part
compound	BioA inh	MazF activator	VHR inh abs	CCHF vOTU inh	Rv3671c inh	FadD28 FP inh	BoNT F protease	FBA Mtb inh	GDH-TPI inh	Mtb UGM inh
CCCn1c(N)c(C(=O)CSc2nnc(C3CC3)n2Cc2ccccc2)c(=O)n(C)c1=O	-3.6	4	.	-2	-8	-1.1	8	0	16	2.7
COc1cccc(-c2nnc3n2N=C(c2cc(OC)ccc2OC)CS3)c1	-0.4	-3	1	2	-3	-1.1	-5	6	2	-0.9
COc1ccc(CCC(=O)NCCc2ccc(Cl)cc2)cc1	0.6	7	-8	11	6	-1.9	-30	0	-13	-2.2
OCCn1c(SCCOc2ccccc2F)nc2ccccc21	3.3	2	1	5	-4	-1.8	3	-1	9	1.4
S=C(NCCN1CCOCC1)Nc1ccc(Cl)cc1Cl	0.4	4	-7	8	2	-4.9	-1	-1	0	1.8
CCOC(=O)NC(NC(=S)Nc1ccccc1OC)C(Cl)(Cl)Cl (stereo not drawn)	.	1	-4	-10	0	-3.5	-3	2	10	0.4
COc1cccc(C(=O)Nc2cccc(NC(=O)c3ccccc3Cl)c2)c1	-0.3	-5	6	-10	-15	-5.3	?	0	6	2.9
COCCNc1ncnc2c1ncn2[C@H]1CN(Cc2cccs2)C[C@@H](CO)O1	0.4	.	.	-3	.	-2.5	2	-2	-1	.
CCOc1ccc(-n2c(O)c(/C=N/NC(=O)C3COc4ccccc4O3)c3ccccc3c2=O)cc1 (stereo not drawn)	1.7	-3	-18	3	13	?	-4	19	21	.
COc1ccc(NC(=O)CSc2nnc(Cc3cccn3C)n2-c2ccc(OC)cc2)cc1	2.8	5	-1	2	0	-1.7	-2	-2	0	2.4
CC(=O)Nc1cc(C(=O)N2CCC3(CC2)OCCO3)ccc1Sc1ccc(C)cc1	0.3	1	-8	-11	1	-2.4	5	-5	-3	2.7
Cc1cccc(C(=O)NCC(=O)NC(C)c2ccc(-n3ccnc3)cc2)c1 (stereo not drawn)	.	0	.	-16	7	1.4	-2	-2	-6	-2.4
C=CCNC(=O)c1onc(CSc2ccc(Cl)cc2)c1C(=O)O	3.7	-1	8	1	4	0.4	4	2	12	1.6

Rows were taken by chance; any-hit rate near 4.9%.
